PDI inh = blocks human protein disulfide isomerase activity; P07237; PDI insulin aggregation turbidity, A650, 90 min; inhibition, % at 10 µM; actives 0.052% (n = 350,000);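 active = mean inhibition across replicates of 30% or more, whatever share of single replicates reach that level; inconclusive = mean inhibition below 30% while every single replicate reaches 30%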;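 also: absorbance from insulin aggregation driven by PDI reduction with DTT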
Cardio protect = protects H9c2 cardiomyocytes from peroxide injury | protection from H2O2 cell death, % at 20 µM | actives 0.63% (n = 360,000) | H2O2 injury protection, ATPLite, 2 h | AID 588492;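 active = compounds giving at least 50% protection of heart cells from peroxide-induced death in the single-dose screen, raw or plate-pattern-corrected value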;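 also: 0% = DMSO wells with peroxide and 100% = DMSO wells without peroxide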
CaV13 FRET inh = Primary screen for inhibitors of IQ motif and Ca2+-dependent inactivation inhibitor domain binding in CACNA1D, Förster resonance energy transfer in living cells, … | HEK cells, CFP/YFP FRET ICDI-IQ, plate reader, 10 min; percent FRET-ratio fall versus neutral wells | inhibition, % at 12.3 µM | actives 0.098% (n = 340,000) | AID 743397;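 active = mean replicate inhibition of at least 30% and at least 1% of replicates passing that level; inconclusive = only one of the two criteria is met; inactive = neither criterion is met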;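 also: 0% = median of the neutral control wells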
HTR2A ag = activates the mouse 5-HT2A serotonin receptor; P35363; CHO-K1 mHTR2A beta-arrestin complementation, luminescence; percent of 30 µM serotonin response; activation, % at 7.6 µM; actives 0.66% (n = 360,000); AID 624169;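 active = activation above a run cutoff, the mean activation of all tested compounds plus 3 SD, cut at about 14% in these data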;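 also: 0% = plate median of compound wells and 100% = 30 µM serotonin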
ABCB6 inh MLPCN = blocks the human ABCB6 transporter; K562-ABCB6 porphyrin accumulation, flow cytometry, 1 h; stronger effect = lower value; Q9NP58; fluorescence ratio to DMSO, % at 10 µM; AID 602162; actives 0.19% (n = 360,000);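 active = fluorescence ratio to DMSO below 75%, the collection mean minus 3 SD; inconclusive = too few cells collected in the well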;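 also: signal is porphyrin accumulated inside mitochondria; 100% equals median channel fluorescence of DMSO control wells; lower ratio means ABCB6 inhibition with less porphyrin fluorescence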
Target sequence (Q9NP58 whole entry, looked up): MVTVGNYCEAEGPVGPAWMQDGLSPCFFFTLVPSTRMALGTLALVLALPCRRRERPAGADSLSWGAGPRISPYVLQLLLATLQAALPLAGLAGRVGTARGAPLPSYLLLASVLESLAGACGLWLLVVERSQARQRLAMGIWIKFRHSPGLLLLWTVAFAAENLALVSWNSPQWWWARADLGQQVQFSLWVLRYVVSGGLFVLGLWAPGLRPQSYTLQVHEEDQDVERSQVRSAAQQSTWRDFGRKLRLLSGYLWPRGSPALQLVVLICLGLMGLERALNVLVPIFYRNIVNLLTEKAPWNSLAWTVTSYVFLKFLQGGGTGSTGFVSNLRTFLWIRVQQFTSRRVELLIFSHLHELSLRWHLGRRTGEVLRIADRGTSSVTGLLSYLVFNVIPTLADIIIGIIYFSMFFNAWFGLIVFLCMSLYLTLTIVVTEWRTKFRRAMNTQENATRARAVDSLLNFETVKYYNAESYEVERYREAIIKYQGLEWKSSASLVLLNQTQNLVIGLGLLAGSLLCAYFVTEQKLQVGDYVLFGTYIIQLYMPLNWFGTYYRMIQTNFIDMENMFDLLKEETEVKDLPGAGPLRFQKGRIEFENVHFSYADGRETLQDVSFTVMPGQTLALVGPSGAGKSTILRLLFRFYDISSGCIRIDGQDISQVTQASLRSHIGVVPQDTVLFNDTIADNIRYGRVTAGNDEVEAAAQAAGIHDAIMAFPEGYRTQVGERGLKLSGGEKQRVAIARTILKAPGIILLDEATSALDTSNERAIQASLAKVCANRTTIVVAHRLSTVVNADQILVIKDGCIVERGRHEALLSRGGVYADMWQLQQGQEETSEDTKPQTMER
Glyco luc inh = N-linked glycosylation inhibition; D54 ERlucT glycosylation luciferase reporter, 24 h; percent of 100 nM tunicamycin response; reporter increase, % at 12.5 µM; actives 0.23% (n = 360,000);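 active = mean luciferase reporter signal, scaled so untreated is 0 and the glycosylation-blocking control 100, at or above a set limit in every replicate; inconclusive = mean reaches the limit but not every replicate does; inactive = mean below the limit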;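 also: luciferase carries N-glycosylation sites so blocking glycosylation raises the light; 0% = median of neutral control wells and 100% = median of 100 nM tunicamycin wells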
aDG glyco act = increases alpha dystroglycan glycosylation; Pro5-aDG cells, alpha-DG glycosylation AlphaScreen (IIH6); 0% Pro5, 100% B10-LARGE cell signal; activation, % at 10 µM; actives 0.22% (n = 360,000);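 active = activation of at least 8% versus controls, or a plate z-score of at least 8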;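 also: Pro5 are CHO cells carrying HIG-tagged alpha-DG that lacks glycosylation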
Vif imaging = HIV Vif inhibition. HEK293T cells, Vif self-association by quenched fluorescence, imaging, 24 h. inhibition, % at 7.49 µM. actives 0.35% (n = 340,000). AID 602346; in the data active = inhibition above about 50%, passing the limit was not always enough; inconclusive = no clear call, values can overlap the other calls; inactive = below about 31%; also: some results filed as inactive read as strong as hits
Exocytosis inh = lytic granule exocytosis inhibition | TALL-104 LAMP-1 surface exposure, flow cytometry; cells stimulated with thapsigargin and PMA | inhibition, % at 10 µM | actives 0.66% (n = 360,000) | AID 651702;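 active = inhibition above about 55%, limit read from the data; inconclusive = no clear call, values can overlap the other calls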
iPSC survival up = increases survival of single human iPS cells; hiPSC single-cell survival, ATPlite luminescence; 100% = ROCK inhibitor wells, 0% = DMSO; survival enhancement, % at 20 µM; actives 0.044% (n = 360,000); in the data active = survival enhancement above about 18%;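 also: cells exposed to compounds for 16 hours before the ATP read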
* marks the source's active call; other numbers are inactive results; ? = inconclusive; / = no result given. An unsorted share of the library; any-hit rate near 3.1%.

SMILES	PDI inh	Cardio protect	CaV13 FRET inh	HTR2A ag	ABCB6 inh MLPCN	Glyco luc inh	aDG glyco act	Vif imaging	Exocytosis inh	iPSC survival up
CCN(CC(=O)Nc1c(F)cccc1F)C(=O)CCNC(=O)c1ccccc1OC	-4	-4	-5	-5	101	-1	-0.3	-1	0	-0.3
O=C(CN1C(=O)COc2ccccc21)NCCN1CCOCC1	8	-6	-3	-3	96	0	-0.2	27	0	-0.3
CC(C)C(c1nnnn1Cc1ccc(F)cc1)N1CCN(C2CCCCC2)CC1 (centres undefined)	1	4	-2	5	105	0	-0.4	6	0	-6.1
Cc1ccccc1-c1nc2ccccc2c(=O)n1/N=C/c1ccc([N+](=O)[O-])cc1	-5	4	1	0	96	1	0.0	7	-2	0.1
COc1ccc(C2=NOC3(CC(=O)N(c4ccc(C)cc4)C3=O)C2)c(OC)c1 (centres undefined)	1	-2	-6	1	101	1	-0.4	-2	1	-0.5
COCCOC(=O)c1c(NC(=O)CN2CCCc3ccccc32)sc(C(N)=O)c1C	-4	9	-6	-3	97	-3	-0.6	16	-4	1.1
CCOC(=O)C1CCCC12Nc1cccc3cccc(c13)N2 (centres undefined)	2	-5	-5	-5	95	2	-0.2	-1	86*	2.6
COc1ccccc1C(=O)Nc1ccnn1C1CCN(C)CC1	2	0	-3	6	99	1	0.1	5	4	-0.2
COc1cccc(CC(=O)OC(C)C(=O)Nc2ncc(Cl)cc2Cl)c1 (centres undefined)	0	9	-6	9	98	0	0.0	-1	-7	0.0
CC1CCCCN1C(=O)COC(=O)c1ccc(=O)n(Cc2ccccc2)n1 (centres undefined)	-1	6	-7	-8	99	2	-0.3	0	-1	0.5
CCc1cc(C(=O)c2ccc(OC)cc2)c(NC(=O)CN2CCCC2)s1	3	0	-5	-1	90	-7	-0.2	5	-3	-0.5
COCCN(C(=O)c1cc(CN2C(=O)c3ccccc3C2=O)ccc1OC)c1c(N)n(CC(C)C)c(=O)[nH]c1=O	0	-3	-6	5	93	0	-0.1	2	-3	-0.6
O=C(CSc1nnc(Cc2ccccc2)n1C1CCCCC1)N1CCOCC1	-2	-3	-5	0	92	3	0.0	9	-4	-1.4
O=C(Nc1ccc2c(c1)nc1n2CCN(C2CCCCC2)C1)c1ccco1	-4	14	-5	-2	99	0	0.0	0	-1	-0.6
CC1CN=C(Nc2cccc(S(=O)(=O)N(C)C)c2)S1 (centres undefined)	3	-2	-7	0	97	3	-0.5	6	-2	0.2
Cc1ccc2nc(C)cc(C(=O)N/N=C/c3ccncc3)c2c1	5	5	/	7	96	-1	-0.3	-5	-3	0.4
CC1=CC2=NC(=O)/C(=C\c3cc(C)n(-c4ccccc4)c3C)C(=N)N2O1	-3	-3	-2	4	98	0	-0.1	-13	-6	-1.3
CC1CCc2c(sc(NC(=O)c3ccco3)c2C(=O)O)C1 (centres undefined)	7	-6	-2	3	100	0	0.1	6	-3	-0.6
COC(=O)C1=C(N)Oc2cc(C)n(CCCn3ccnc3)c(=O)c2C1c1ccc(Cl)cc1 (centres undefined)	3	5	/	-3	102	2	0.1	4	2	6.3
CC(C)Oc1ccccc1-c1cc(C(=O)N/N=C/c2cccnc2)c2ccccc2n1	-4	18	/	4	91	-8	0.2	0	2	-0.4
CCC(=O)Nc1nnc(C)s1	-8	-2	/	4	100	-1	0.2	0	-1	-1.2
O=C(CCNC(=O)N1CC(=O)Nc2ccccc21)NCc1ccccc1Cl	1	6	-9	4	95	10	0.1	3	3	-1.1
Cc1cc(O)c(CN2CCN(S(=O)(=O)c3cccs3)CC2)cc1C(C)C	5	-10	-4	-10	97	-3	0.1	0	4	-0.3
O=C1CC(c2ccccc2F)C2=C(COC2=O)N1 (centres undefined)	14	-4	1	9	95	2	0.1	-2	0	-0.5
COCCCNC(=O)C1CCC(=O)N(c2ccc3c(c2)OCO3)C1c1ccc(OC)cc1 (centres undefined)	3	0	-4	2	115	2	0.1	9	-2	-0.3
Cc1ccc(N2CCN(S(=O)(=O)c3nnc(NC(=O)c4ccco4)s3)CC2)cc1	/	14	-4	5	100	1	0.6	/	-1	-0.5
COc1ccc(NC(=O)Cc2coc3cc(C)ccc23)cn1	0	-1	-5	0	94	0	0.0	0	1	-0.2
C=CCn1c(=O)c2c3c(sc2n2c(Nc4ccccc4)nnc12)CCCC3	-3	11	2	4	91	1	0.3	-27	-5	0.0
COc1cccc(/C=C2\CCC(C3CCCC3)C2=O)c1 (centres undefined)	-5	-11	-4	3	91	-6	0.2	-2	10	1.8
O=C(NCc1ccccn1)C1CCCN(S(=O)(=O)c2ccccc2)C1 (centres undefined)	-5	0	/	-3	93	1	-0.1	-5	2	1.0
CCOC(=O)c1sc(=S)n2c1[nH]c(=O)c1ccc(C(=O)OC)cc12	-22	-10	-3	3	98	1	0.5	-6	0	-1.8
COc1ccc(C)cc1NC(=O)CSc1nc2ccccc2nc1N1CC(C)OC(C)C1 (centres undefined)	/	-3	-3	1	96	-2	-0.4	/	-2	-1.5
Oc1c(Cl)cc(Oc2cc(Cl)c(O)c(CN3CCOCC3)c2)cc1CN1CCOCC1	-1	0	-6	-1	94	-5	-1.1	-10	10	0.2
CC1=C(C(=O)Nc2ccccc2)C(c2ccc(C)o2)n2ncnc2N1 (centres undefined)	6	-7	/	5	97	2	-0.1	15	0	8.1
Cc1cc(Br)c(NC(=O)Cn2c([N+](=O)[O-])cnc2C)cc1C	17	6	-5	5	100	1	0.1	-12	-3	-0.5
Clc1ccc(-c2noc(CN(Cc3ccccn3)CC3CCCO3)n2)cc1 (centres undefined)	1	0	-2	-1	97	-1	0.3	30	8	-0.2

Next section, starting with the last 2 of the part before.
SMILES	PDI inh	Cardio protect	CaV13 FRET inh	HTR2A ag	ABCB6 inh MLPCN	Glyco luc inh	aDG glyco act	Vif imaging	Exocytosis inh	iPSC survival up
Cc1cc(Br)c(NC(=O)Cn2c([N+](=O)[O-])cnc2C)cc1C	17	6	-5	5	100	1	0.1	-12	-3	-0.5
Clc1ccc(-c2noc(CN(Cc3ccccn3)CC3CCCO3)n2)cc1 (centres undefined)	1	0	-2	-1	97	-1	0.3	30	8	-0.2
CN(C(=O)COC(=O)CCc1c[nH]c2ccccc12)c1ccccc1	8	-2	-6	-2	101	3	0.2	-14	1	-0.4
COc1ccc(C(=O)OCC(=O)NCC2CCCCC2)cc1F	0	-7	-7	-1	97	1	0.3	-1	0	-0.4
Cc1ccc(OCCn2cc(/C=C/C(=O)O)c3ccccc32)cc1	-2	0	-3	0	98	0	0.0	-19	-8	0.1
COc1cc2[nH]c(=S)nc(NCCCOC(C)C)c2cc1OC	2	-7	-3	-1	93	2	1.7	19	-1	1.9
O=C(OCC(=O)N1CCCc2ccccc21)c1c(F)cccc1F	-5	-2	-6	-5	96	1	-0.2	0	-14	-0.2
CCCCCCOC(=O)C[N+](C)(C)CCOC1CC2CCC1(C)C2(C)C (centres undefined)	-11	4	-3	2	100	2	0.9	-1	-1	1.5
COC(=O)c1ccc(NC(=O)Nc2ccc(F)cc2)cc1	-3	-12	/	0	96	0	0.1	?	-4	-0.6
O=C(c1ccco1)N1CCN(C(=O)c2cc(-c3ccccc3)nc3ccccc23)CC1	1	-2	-4	0	91	-2	1.8	-7	-1	-3.3
CCc1csc(CCNC(=O)C2CCC(=O)N(CCc3cccc(F)c3)C2)n1 (centres undefined)	7	3	-10	2	94	1	0.4	0	-2	-0.4
O=[N+]([O-])c1ccc2nc(NN=Cc3ccc(O)cc3)sc2c1	6	8	-10	-5	96	-6	0.0	-14	2	2.9
Clc1ccc(CNc2ccc3nnc(-c4ccccc4)n3n2)cc1	-7	-2	-9	-6	100	1	0.5	-5	0	0.6
Cc1ccc2nc(NC(=O)C3CC3C)sc2c1 (centres undefined)	1	-11	-3	0	95	-4	0.0	-39	-13	0.1
COC(=O)C1CCN(Cc2c(C(=O)N3C[C@@H](C)O[C@@H](C)C3)nc3ccc(Cl)cn23)CC1	-17	-6	-5	-5	102	2	-0.2	-2	-1	-0.5
O=C(CC12CC3CC(CC(C3)C1)C2)NCC(=O)N1CCc2ccccc2C1	-5	-7	-3	1	102	0	-0.4	11	2	-3.1
O=c1oc2ccc3ccccc3c2c2c1SC(C(F)(F)F)C2 (centres undefined)	-3	-1	/	0	91	-1	-0.3	8	-4	0.9
COC(=O)C1=CN(Cc2ccccc2)C=C(C(=O)OC)C1c1cc(F)ccc1F	-4	-2	-2	-7	96	-3	0.4	-8	16	1.6
CCSC1=C(C#N)C(c2cccs2)C(C(=O)OC)=C(C)N1 (centres undefined)	-2	-4	-8	-1	96	-1	0.1	-8	1	9.6
Cc1ccc(-c2c(C#N)c(N)n(-c3ccc(Cl)cc3)c(=O)c2C#N)cc1	10	-2	-7	-2	99	2	0.0	3	10	2.9
OC(COCc1ccc(Cl)cc1)CN1CCCCC1 (centres undefined)	-3	3	-17	5	101	-1	-0.1	0	0	-0.5
O=C(COC(=O)C1CCC(=O)N1)Nc1ccccc1Br (centres undefined)	3	7	-3	-2	108	0	0.0	5	2	-1.0
Cc1ccccc1S(=O)(=O)Cc1ccc(C(=O)NCCN(Cc2ccccc2)C(C)C)o1	2	0	-3	-11	105	-7	-0.3	-6	-1	0.9
O=C(Nc1ccc(Cl)cc1)N1CCc2[nH]c3ccccc3c2C1	0	-5	-4	-3	110	3	-0.2	1	-1	-2.2
NC(=O)N1CCN(CCCN2c3ccccc3Sc3cc(Cl)ccc32)CC1	4	0	-7	-6	98	-2	0.3	/	5	0.1
Cc1cc(NC(=O)c2ccc(Br)c(S(=O)(=O)N3CCCC3)c2)no1	5	3	/	4	102	-1	0.5	-44	-7	2.2
CCCCN(C)C(=O)c1ccc(S(=O)(=O)N2CCOCC2)cc1	-3	2	/	2	99	1	-0.2	16	-2	0.1
O=C(Nc1ccc(F)cc1)c1cn(-c2ccccc2)nc1-c1ccncc1	3	2	/	-7	/	1	0.6	3	0	0.1
Cc1ccc(NC2CCCN(C(=O)c3cc4ncccn4n3)C2)cc1C (centres undefined)	-1	5	-6	-1	96	3	-0.3	-4	-2	0.2
O=C(NCc1ccncc1)Nc1ccccc1	-5	-3	-5	4	89	0	0.0	-6	2	-0.3
Cc1cccc(C)c1NC(=O)C(c1ccc(C(F)(F)F)cc1)n1c(=O)c(-c2ccccc2)nc2ccccc21 (centres undefined)	/	/	-15	4	/	/	-0.5	/	3	/
O=C(Nc1ccccc1)OCc1cc(-c2ccc(Cl)cc2)on1	-2	-6	/	2	100	1	-0.1	-5	0	3.2
O=P(CCC(F)(F)F)(CCC(F)(F)F)CCC(F)(F)F	-4	3	-3	-3	104	0	0.0	20	-2	0.3
CC1(C)CC(=O)C2=C(C1)Oc1nc3ccccc3cc1C2C(C#N)C#N (centres undefined)	0	-21	-1	-3	123	3	0.0	11	0	-0.8
CCOc1ccc(N=C2NC(=O)S/C2=C\c2ccc(OC)cc2)cc1	-5	-4	/	0	99	0	0.1	11	-2	0.4
Cn1cnnc1Sc1ccc(S(C)(=O)=O)cc1[N+](=O)[O-]	-15	12	-5	10	105	-2	0.5	-4	-3	-0.6

Assay outcomes deposited in PubChem by several laboratories.
